High-throughput results: PubChem, several laboratories
Avidin fluor: compound fluoresces at 488/530 nm on avidin beads | compound fluorescence 488/530 nm, flow cytometry; hits give high values | fluorescence (KMESF) at 10 µM | 0.38% of 220,000 active | AID 1775; in the data active = fluorescence above about 47; also: inactives centre near 10
Rac1 wt GTP bind: human Rac1 wildtype GTP binding, inhibitors and activators; GST-Rac1 beads, fluorescent GTP binding, flow cytometry; actives lie on both sides; 0 = cold GTP competed, 100 = untreated; AID 757; P63000; GTP binding activity (% of control), % at 10 µM; 0.27% of 190,000 active;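 active = GTP binding activity at least 20 points away from the 100% control level, either lower or higher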
Pf gametocyte: inhibitors of late stage P. falciparum gametocyte viability | P. falciparum stage V gametocytes, ATP luminescence, 24 h | inhibition, % at 10.9 µM | 0.065% of 150,000 active | AID 743093;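 active = inhibition above the mean plus 3 SD of compounds within the control limits, set per campaign, cut at about 38% in these data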;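 also: 0% = DMSO wells and 100% = medium only without gametocytes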
Cdc42 wt: modulators (inhibitors or activators) of GTP binding to human Cdc42 wildtype; percent activity (GTP binding), % at 10 µM; 0.2% of 190,000 active; GST-Cdc42 beads, Bodipy-GTP binding, flow cytometry; actives lie on both sides;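 active = percent activity GTP binding at least 20 points away from the 100% baseline, either down as inhibitor or up as activator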;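 also: median bead fluorescence of bound Bodipy-FL-GTP at 100 nM; 0% = excess unlabeled GTP control and 100% = no compound control; below 100% means less GTP binding so inhibitor and above means activator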
GSH bead fluor: GSH bead compound fluorescence profile; fluorescence (KMESF) at 10 µM; 0.25% of 190,000 active; GSH beads flow cytometry, compound fluorescence 488/530 nm; hits give high values; AID 1776; in the data active = fluorescence above about 89;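 also: glutathione beads carrying GST-tagged Bcl family fusion proteins plus one bare bead set; values are compound well signal with DMSO vehicle wells as background; inactives centre near 16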
HRas wt GTP bind: modulators of GTP binding to human HRas wildtype; P01112; GST-Ras wt beads, Bodipy-FL-GTP binding, flow cytometry; actives lie on both sides; GTP binding activity, % at 10 µM; 0.14% of 190,000 active; AID 759;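 active = GTP binding activity at least 20% away from the 100% baseline, either lowered as inhibitor or raised as activator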;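 also: 0% = unlabeled GTP competition control and 100% = no-compound control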
ABCG2 inh: blocks JC-1 efflux by human ABCG2 transporter; IgMXP3 cells, flow cytometry; inhibition, % at 6.6 µM; 0.1% of 190,000 active; AID 1325;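 active = inhibition above 80%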;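 also: 0% = DMSO and 100% = nicardipine control wells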
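System: two drug-resistant human cell lines, ABCG2 and ABCB1; controls: nicardipine high and DMSO low controls; times: 10 min exposure at 25 °C with rotation, no wash; detection: flow cytometry of retained JC-1 fluorescence; read-out basis: percent efflux inhibition, scaled nicardipine 100% to DMSO 0%; doses: one concentration, 6.6 µM final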
Rab7 wt modul: modulators of GTP binding to dog Rab7 wildtype GTPase | GST-Rab7 beads, fluorescent GTP binding, flow cytometry; actives lie on both sides; untreated = 100%, excess cold GTP = 0% | GTP binding activity (percent of control), % at 10 µM | 0.055% of 190,000 active | AID 758;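 active = fluorescent GTP binding to Rab7 beads changed by at least 20 points from the 100% baseline, either direction, mostly lower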;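 also: median green fluorescence of bound Bodipy-FL-GTP per Rab7 bead population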
Rac1 mut GTP: modulators of GTP binding to human Rac1 activated mutant | P63000 | GST-Rac1 activated beads, fluorescent GTP binding, flow cytometry; actives lie on both sides; 100% means binding = to untreated wells | percent activity (GTP binding), % at 10 µM | 0.11% of 190,000 active | AID 764;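 active = GTP binding at least 20 percentage points away from the 100% baseline, in either direction, so actives lie on both sides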
ABCB1 block: inhibitors of human ABCB1 transporter, ABCG2 counter-screen; CCRF-Adr cells, JC-1 efflux, flow cytometry; inhibition, % at 6.6 µM; 0.067% of 190,000 active; in the data active = inhibition above about 40%;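 also: 0% = vehicle and 100% = reference inhibitor; higher value means more JC-1 retained so stronger ABCB1 efflux block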
Target sequence (P08183 whole entry, looked up): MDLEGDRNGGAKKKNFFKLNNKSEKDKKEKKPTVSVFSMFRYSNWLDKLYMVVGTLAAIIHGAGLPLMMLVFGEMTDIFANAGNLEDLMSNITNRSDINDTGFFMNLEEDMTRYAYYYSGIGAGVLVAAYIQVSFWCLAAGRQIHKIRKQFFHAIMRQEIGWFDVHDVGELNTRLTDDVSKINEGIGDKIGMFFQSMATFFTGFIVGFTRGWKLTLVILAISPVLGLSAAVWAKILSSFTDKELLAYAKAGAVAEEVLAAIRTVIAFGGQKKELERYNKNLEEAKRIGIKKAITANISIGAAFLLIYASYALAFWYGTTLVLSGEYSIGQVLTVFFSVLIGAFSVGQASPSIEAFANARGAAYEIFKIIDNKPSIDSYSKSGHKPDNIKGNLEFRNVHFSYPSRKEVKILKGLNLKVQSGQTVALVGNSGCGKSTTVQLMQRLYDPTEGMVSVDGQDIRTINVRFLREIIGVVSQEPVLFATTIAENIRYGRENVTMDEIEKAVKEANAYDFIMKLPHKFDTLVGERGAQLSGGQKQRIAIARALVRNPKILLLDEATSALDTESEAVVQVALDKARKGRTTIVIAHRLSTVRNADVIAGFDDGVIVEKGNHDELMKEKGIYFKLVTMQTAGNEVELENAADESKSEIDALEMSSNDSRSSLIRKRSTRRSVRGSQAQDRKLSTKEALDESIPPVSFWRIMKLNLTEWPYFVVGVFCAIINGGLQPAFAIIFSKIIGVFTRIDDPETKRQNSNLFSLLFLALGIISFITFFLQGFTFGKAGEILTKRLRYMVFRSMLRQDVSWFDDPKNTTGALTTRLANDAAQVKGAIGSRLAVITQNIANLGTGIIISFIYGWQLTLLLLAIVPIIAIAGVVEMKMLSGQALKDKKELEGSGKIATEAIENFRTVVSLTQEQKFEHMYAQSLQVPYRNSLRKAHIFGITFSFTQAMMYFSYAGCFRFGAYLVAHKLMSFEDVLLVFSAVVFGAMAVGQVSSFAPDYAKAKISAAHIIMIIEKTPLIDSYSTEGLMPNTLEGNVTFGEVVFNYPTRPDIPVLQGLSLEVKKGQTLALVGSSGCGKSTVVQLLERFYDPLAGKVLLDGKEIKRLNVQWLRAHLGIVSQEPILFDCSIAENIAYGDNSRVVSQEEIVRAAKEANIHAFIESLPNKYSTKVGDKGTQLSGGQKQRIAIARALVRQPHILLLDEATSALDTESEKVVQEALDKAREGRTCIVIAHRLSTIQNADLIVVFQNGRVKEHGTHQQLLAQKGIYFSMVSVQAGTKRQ
Rab2 wt GTP: changes GTP binding to wildtype dog Rab2A, up or down | 0.19% of 190,000 active | GST-Rab2 wt beads, Bodipy-GTP binding, flow cytometry | GTP binding activity, % at 10 µM;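 active = GTP binding activity at least 20 points away from 100%, either lowered or raised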;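 also: 0% = beads with excess unlabeled GTP and 100% = no-compound control corrected for plate trend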
* = called active by the depositor; · = no result given.

SMILES | Avidin fluor | Rac1 wt GTP bind | Pf gametocyte | Cdc42 wt | GSH bead fluor | HRas wt GTP bind | ABCG2 inh | Rab7 wt modul | Rac1 mut GTP | ABCB1 block | Rab2 wt GTP
Cc1ccc(C)c(OCCCCCn2ccnc2)c1 | 36 | 101 | · | 101 | 12 | 101 | 2 | 99 | 97 | 0.6 | 100
COc1ccc(OCC(=O)N2CCN(c3nnc(-c4ccccc4)c4ccccc34)CC2)cc1 | -1 | 101 | 10 | 98 | 18 | 96 | 3 | 99 | 97 | 1.5 | 96
Cc1cc(C)c(NC2=NS(=O)(=O)c3ccccc32)c(C)c1 | 9 | 100 | 2 | 98 | 11 | 97 | 5 | 100 | 100 | 0.7 | 98
COc1ccc(S(=O)(=O)N(CC(=O)N2CCN(C)CC2)C2CCCCC2)cc1OC | 13 | 102 | · | 98 | 28 | 100 | 6 | 97 | 99 | 1.2 | 100
NC(=O)CSc1nccn1Cc1ccc(Cl)cc1 | 9 | 99 | -6 | 95 | 18 | 95 | 0 | 94 | 94 | -0.1 | 95
Cn1c(N)c(C(=O)CSc2nc(N)cc(=O)[nH]2)c(=O)n(C)c1=O | 5 | 102 | -10 | 102 | 13 | 102 | 0 | 101 | 100 | 0.0 | 99
O=C(NCC(c1ccco1)N1CCCCC1)C(c1ccccc1)c1ccccc1 (stereo not given) | 10 | 103 | · | 102 | 19 | 102 | 9 | 110 | 97 | 1.1 | 102
CN(C(=O)c1cnc(N2CCN(c3ncccn3)CC2)c2ccccc12)c1ccc(Cl)cc1 | 12 | 101 | 6 | 96 | 28 | 99 | 17 | 100 | 98 | 5.3 | 97
COc1ccc(/C=C(/C(=O)c2ccc(Cl)cc2Cl)n2cncn2)cc1 | 22 | 102 | · | 97 | 24 | 97 | 19 | 98 | 99 | 0.2 | 100
COc1ccc(S(=O)(=O)NC(C(=O)NCCc2ccccn2)C(C)C)cc1 (stereo not given) | 11 | 111 | -4 | 105 | 13 | 105 | 14 | 109 | 105 | 0.8 | 107
COc1ccc(CCNC2CC(=O)N(N(C)C)C2=O)cc1OC (stereo not given) | 12 | 100 | -31 | 100 | 13 | 99 | 3 | 107 | 99 | 1.2 | 101
Cc1ccccc1NC(=S)N(Cc1cccnc1)Cc1ccccc1Cl | 18 | 98 | 13 | 101 | 17 | 98 | 4 | 90 | 99 | 2.3 | 96
O=C(NCCn1cc(SCc2ccc(F)cc2)c2ccccc21)c1ccccc1F | · | 108 | · | 102 | 17 | 102 | 18 | 99 | 99 | 3.0 | 99
CCc1nc2ccccc2c(C(=O)OCC(=O)C(C)(C)C)c1C | 9 | 105 | -9 | 101 | 15 | 100 | 28 | 103 | 99 | -1.3 | 101
Cc1cc(C)c2[nH]c(=O)c(CN(CC3CCCO3)C(=O)C3CCCO3)cc2c1 (stereo not given) | 41 | 102 | · | 100 | 13 | 99 | 1 | 102 | 99 | 0.3 | 100
N#CCSc1nnc(Cc2cccc3ccccc23)n1C1CCCCC1 | 6 | 99 | · | 102 | 20 | 100 | 1 | 94 | 100 | 0.5 | 100
CCOC(=O)Cc1csc(NC(=O)CSc2ccc(Br)cc2)n1 | 13 | 102 | 5 | 102 | 5 | 99 | 5 | 104 | 100 | 0.7 | 98
COC(=O)c1ccc(CSc2nc3sc4c(c3c(=O)n2C)CCCC4)o1 | 27 | 92 | · | 91 | 21 | 91 | 38 | 90 | 88 | 2.0 | 88
COc1cc(C2/C(=C(\O)c3cc(C)ccc3C)C(=O)C(=O)N2CCN(C)C)ccc1O (stereo not given) | 4 | 105 | 17 | 104 | 14 | 102 | 0 | 101 | 101 | 0.1 | 101
Cc1ccc(SCCNC(=O)C(C)C)cc1 | 16 | 105 | · | 105 | 28 | 103 | 3 | 98 | 102 | 0.7 | 102
COc1ccc(/C=N/NC(=O)c2ccc(Cl)cc2)cc1COC(C)=O | 1 | 102 | · | 99 | 11 | 98 | 8 | 96 | 97 | 0.4 | 96
COc1ccc2nc(N3C(=O)/C(=C/c4ccc(Cl)cc4)NC3=S)sc2c1 | 15 | 93 | 0 | 93 | 7 | 93 | -10 | 94 | 91 | -1.4 | 88
NNc1cc([N+](=O)[O-])cc2c1C(=O)N(Cc1ccccc1)S2=O (stereo not given) | 27 | 96 | -34 | 95 | 56 | 93 | -1 | 94 | 93 | -0.3 | 93
COC(=O)c1cc(NS(=O)(=O)c2ccc(NCc3cccnc3)c([N+](=O)[O-])c2)cc(C(=O)OC)c1 | 12 | 99 | -19 | 97 | 11 | 97 | 6 | 95 | 93 | 0.2 | 96
COc1ccccc1CNC(=O)c1ccc(OCC2CCCO2)cc1 (stereo not given) | 13 | 110 | -21 | 105 | 20 | 101 | 2 | 101 | 102 | 0.2 | 101
CC(C)(C)c1ccc(C(=O)NCC(=O)OCN2C(=O)c3ccccc3C2=O)cc1 | 8 | 103 | -6 | 103 | 41 | 100 | 0 | 101 | 102 | 0.4 | 103
S=C(NCc1ccccc1)N1CCN(Cc2ccc3c(c2)OCO3)CC1 | 11 | 99 | 11 | 96 | 18 | 98 | 3 | 101 | 97 | 0.7 | 98
O=C(Nc1ccc(F)cc1)N(CCCN1CCOCC1)Cc1cc2cc3c(cc2[nH]c1=O)OCO3 | 31 | 108 | · | 100 | 21 | 101 | 13 | 97 | 101 | -0.2 | 102
Cc1ccc(Nc2c(-c3ccco3)nc3ccccn23)cc1 | 11 | 102 | -2 | 99 | 23 | 100 | 5 | 97 | 98 | 1.6 | 99
COC(=O)c1cccnc1NC(=S)NNC(=O)c1ccncc1 | 8 | 100 | 0 | 99 | 33 | 96 | 2 | 93 | 98 | 0.0 | 96
CC(=O)N/N=C(\C)c1ccc2c(c1)OCCO2 | 10 | 97 | 17 | 98 | 24 | 98 | 4 | 95 | 95 | 0.1 | 97
S=C(Nc1ccccc1Cl)N(CCCN1CCOCC1)Cc1ccco1 | 7 | 106 | -7 | 104 | 9 | 102 | 5 | 97 | 102 | -0.2 | 100
Cc1cc(C)n(Cc2ccc(C(=O)NCCC3=CCCCC3)o2)n1 | 11 | 96 | 11 | 98 | 37 | 98 | 2 | 95 | 96 | 0.7 | 95
COc1ccccc1-c1nc(-c2ccc(Br)cc2)no1 | 12 | 100 | · | 95 | 6 | 98 | 1 | 94 | 96 | 0.3 | 98
CCN(C(=O)Cc1ccccc1OC)c1nnc(-c2ccncc2)s1 | 10 | 97 | · | 98 | 9 | 99 | 3 | 98 | 95 | 2.5 | 97
CCOC1(C)OCC(=O)[C@]2(CCC3C4CCC5=CC(=O)C=CC5(C)C4C(=O)CC32C)O1 (stereo not given in full) | 6 | 102 | · | 97 | 10 | 101 | 3 | 99 | 102 | 0.3 | 101
O=C(Nc1ncccn1)C1c2ccccc2Oc2ccccc21 | 9 | 100 | 10 | 99 | 9 | 101 | 4 | 96 | 101 | 0.3 | 99
O=C(COC(=O)CNC(=O)c1ccccc1F)NCC(F)(F)F | 11 | 101 | -25 | 100 | 15 | 102 | 1 | 105 | 97 | 0.1 | 101
CCN(CC)S(=O)(=O)c1ccc(NC(=O)c2ccc(CN3CCOCC3)cc2)cc1 | 22 | 101 | · | 101 | 12 | 100 | 19 | 104 | 98 | 1.6 | 102
CCOC(=O)NNC(=O)c1ccc(Cl)cc1 | 9 | 100 | 5 | 100 | 35 | 96 | 12 | 102 | 97 | 0.6 | 101

4 entries out of the list, sorted by formula weight, rising:
SMILES | Avidin fluor | Rac1 wt GTP bind | Pf gametocyte | Cdc42 wt | GSH bead fluor | HRas wt GTP bind | ABCG2 inh | Rab7 wt modul | Rac1 mut GTP | ABCB1 block | Rab2 wt GTP
CCOC(=O)NNC(=O)c1ccc(Cl)cc1 | 9 | 100 | 5 | 100 | 35 | 96 | 12 | 102 | 97 | 0.6 | 101
O=C(Nc1ncccn1)C1c2ccccc2Oc2ccccc21 | 9 | 100 | 10 | 99 | 9 | 101 | 4 | 96 | 101 | 0.3 | 99
O=C(COC(=O)CNC(=O)c1ccccc1F)NCC(F)(F)F | 11 | 101 | -25 | 100 | 15 | 102 | 1 | 105 | 97 | 0.1 | 101
S=C(Nc1ccccc1Cl)N(CCCN1CCOCC1)Cc1ccco1 | 7 | 106 | -7 | 104 | 9 | 102 | 5 | 97 | 102 | -0.2 | 100

Structural class, the entries above containing two or more sulfur atoms (three)
SMILES | Avidin fluor | Rac1 wt GTP bind | Pf gametocyte | Cdc42 wt | GSH bead fluor | HRas wt GTP bind | ABCG2 inh | Rab7 wt modul | Rac1 mut GTP | ABCB1 block | Rab2 wt GTP
CCOC(=O)Cc1csc(NC(=O)CSc2ccc(Br)cc2)n1 | 13 | 102 | 5 | 102 | 5 | 99 | 5 | 104 | 100 | 0.7 | 98
COC(=O)c1ccc(CSc2nc3sc4c(c3c(=O)n2C)CCCC4)o1 | 27 | 92 | · | 91 | 21 | 91 | 38 | 90 | 88 | 2.0 | 88
COc1ccc2nc(N3C(=O)/C(=C/c4ccc(Cl)cc4)NC3=S)sc2c1 | 15 | 93 | 0 | 93 | 7 | 93 | -10 | 94 | 91 | -1.4 | 88
